West Nile antiviral – inhibition of WNV-induced cytopathic effect – cell-based, CPE readout (AID 1621); West Nile virus-infected cells, CPE inhibition; higher % means a stronger effect; CPE inhibition, % at 10 µM, or IC50 in µM where a hit was titrated; 290,000 tested, 0.02% active; in the data active means a potency from the dose series; further: strong numbers were not always called active
T cell HTS – modulates CD8 T cell binding to vesicles; calls only at 7 µM; AID 2052; 330,000 tested, 0.068% active; 2C CD8+ T cell-vesicle binding, flow cytometry; active compounds read low;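 active means response, share of CD8 T cells binding vesicles, and their 90th percentile fluorescence all below set limits, cut at about 80% in these data, passing the limit was not always enough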
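Incubation: binding step 1.5 h, 37 °C, antibody labelling 20 min, ice; system: murine 2C transgenic CD8+ T lymphocytes; technique: cytometric PE anti-B7-1 and Alexa647 anti-CD8 signals after 1% paraformaldehyde fixation; also added: QL9-charged Drosophila Ld/ICAM-1/B7-1 vesicles; control set: naked versus QL9-loaded vesicles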
GPR55 antagonists – inhibition of LPI-stimulated GPR55 beta-arrestin translocation – imaging, U2OS, beta-arrestin-GFP, LPI agonist, primary screen (AID 2013); U2OS GPR55 beta-arrestin-GFP translocation imaging, LPI antagonism; higher % means a stronger effect; one-dose inhibition, % at 10 µM; IC50 in µM for titrated hits; 290,000 tested, 0.13% active;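 active means spots per cell inhibited over 60%, with over 100 cells counted and total cytoplasm intensity under 500,000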;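 further: U2OS cells stably carrying GPR55 and arrestin-GFP stimulated by 5 µM LPI near EC80; imaged beta-arrestin-GFP aggregate spots per cell after agonist stimulation; plate controls were LPI-stimulated DMSO wells for no effect and DMSO wells without LPI for full effect; some results filed as inactive read as strong as hits; confirmed hits need IC50 under 10 µM and bright autofluorescent wells are also inconclusive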
NTR1 ag – NTR1-driven beta-arrestin-GFP spot formation – imaging, U2OS cells, high content, primary screen (AID 493036); P30989; activation, % at 20 µM; agonist mode; 330,000 tested, 0.17% active;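 active means activation at or above 40% of the spot to cytoplasm intensity ratio, with at least 20 cells analyzed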;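 further: 0% = DMSO without peptide and 100% = 100 nM NTR1 peptide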
Target sequence (P30989 whole entry, looked up): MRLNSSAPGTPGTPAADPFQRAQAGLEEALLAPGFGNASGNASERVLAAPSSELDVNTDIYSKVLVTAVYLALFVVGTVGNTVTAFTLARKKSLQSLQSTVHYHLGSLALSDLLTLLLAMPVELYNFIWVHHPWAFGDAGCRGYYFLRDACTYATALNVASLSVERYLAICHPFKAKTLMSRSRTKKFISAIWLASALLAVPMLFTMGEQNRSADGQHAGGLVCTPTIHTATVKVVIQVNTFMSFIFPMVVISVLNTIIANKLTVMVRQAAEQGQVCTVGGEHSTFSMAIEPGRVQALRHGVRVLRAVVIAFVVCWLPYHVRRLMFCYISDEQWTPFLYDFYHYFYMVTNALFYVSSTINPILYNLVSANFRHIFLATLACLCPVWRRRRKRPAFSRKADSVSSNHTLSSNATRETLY
PhoP inhibition – inhibitors of PhoP regulon expression, primary screen, Salmonella Typhimurium, GFP reporter (AID 1863); 300,000 tested, 0.16% active; S. Typhimurium PhoP-regulated promoter GFP reporter, 4 h; higher % means a stronger effect; one-dose inhibition, % at 50 µM; IC50 in µM for titrated hits;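 active means inhibition over 29.93%, a cutoff 3 SD above the screen mean, later confirmed by dose response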;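 further: 0% = low Mg2+ inducing control and 100% = high Mg2+ repressing control; strong numbers were not always called active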
GPR35 arrestin U2OS – GPR35 antagonists blocking zaprinast-driven arrestin recruitment, primary screen, imaging, U2OS, beta-arrestin-GFP, zaprinast agonist (AID 2058). U2OS GPR35 beta-arrestin-GFP translocation imaging, zaprinast antagonism; higher % means a stronger effect. one-dose inhibition, % at 10 µM; IC50 in µM for titrated hits. 290,000 tested, 0.052% active;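 active means inhibition of at least 50% with at least 30 cells and total cytoplasm GFP at most 10,000,000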
KOR beta-arrestin-1 – kappa opioid receptor activators – cell-based, luminescence, uHTS, primary screen (AID 1777); KOR beta-arrestin recruitment, luminescence; higher % means a stronger effect; activation, % at 10 µM, or EC50 in µM where a hit was titrated; 280,000 tested, 0.02% active; in the data active means activation above about 50%, passing the limit was not always enough; further: a part of the inactive calls stands beside numbers as strong as those of hits
GPR55 beta-arrestin – GPR55 agonists via beta-arrestin recruitment, primary screen, imaging, U2OS cells, beta-arrestin-GFP redistribution (AID 1961); U2OS GPR55 beta-arrestin-GFP redistribution imaging; higher % means a stronger effect; one-dose activation, % at 10 µM; EC50 in µM for titrated hits; 290,000 tested, 0.048% active;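 active means activation above 40% with more than 50 cells counted in the well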;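 further: U2OS osteosarcoma cells stably expressing GPR55 and beta-arrestin-GFP; plate controls were DMSO negative control for no effect and LPI positive control for full effect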
KOR beta-arrestin-2 – KOR antagonists, beta-arrestin recruitment, cell-based, luminescence, uHTS (AID 1778) | KOR beta-arrestin recruitment, luminescence, antagonist mode; higher % means a stronger effect | 290,000 tested, 0.091% active | inhibition, % at 10 µM; hits with a dose series show IC50 in µM; in the data active means inhibition above about 50%; further: strong numbers were not always called active
T cell HTS vesicle-bound % – recorded beside T cell HTS, whose call it bears; double positive events, %; measured here: CD8+ vesicle-bound cell fraction;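 binding gate set so that unloaded-vesicle control wells show 10% double positive cells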
NTR1 ag cell count 20 µM – recorded beside NTR1 ag, whose call it bears; cell count; measured here: cell count, cytotoxicity flag
* hit, by the source's call; i = inactive; x = not tested or not shown; [ ] = dose if it differs, or a comment.

SMILES | West Nile antiviral | T cell HTS | T cell HTS vesicle-bound % | GPR55 antagonists | NTR1 ag | NTR1 ag cell count 20 µM | PhoP inhibition | GPR35 arrestin U2OS | KOR beta-arrestin-1 | GPR55 beta-arrestin | KOR beta-arrestin-2
COc1ccc2cc(C(=O)C3CCCN(C(=O)c4csnn4)C3)ccc2c1 (centres undefined) | -1.1% | i | 27 | -3% | 1.3 | 55 | -7% | 0% | -2.0% | 0.0% | -1%
Cc1ccc(C(=O)N(Nc2nc3ccccc3s2)C(=O)c2ccc(C)cc2)cc1 | -0.5% | i | 54 | -19% | 1.1 | 52 | 0% | -18% | 12% | -0.1% | -29%
Cc1cccc(NC(=O)C2Cc3ccccc3O/C2=N\O)c1 (centres undefined) | -0.3% | i | 18 | -3% | -0.9 | 94 | -1% | -2% | -2.5% | -0.2% | 11%
O=C(O)c1ccc(NC(=O)C2C3CCC(C3)C2C(=O)O)cc1 (centres undefined) | -0.1% | i | 53 | 14% | -1.2 | 46 | -1% | 2% | 0.9% | -0.2% | -27%
CCC(C)NC(=O)c1cn(C)c(=O)c2cc(OC)c(OC)cc12 (centres undefined) | 0.5% | i | 36 | -5% | -1.3 | 73 | 1% | 0% | -2.6% | -0.1% | 7%
Cc1cc(SCC(=O)Nc2ncc(Cl)cc2Cl)nc2ccccc12 | -1.4% | i | 9 | 10% | 8.7 | 60 | 7% | -11% | 0.0% | -0.1% | 0%
CN1CCC(N(C)CC(C)(C)NS(=O)(=O)c2ccccc2)CC1 | 0.3% | i | 6 | 27% | -0.9 | 58 | -9% | -1% | 0.9% | 13% | 15%
CCOc1ccc(S(=O)(=O)N2CCN(C(=O)c3ccncc3)CC2)cc1 | -0.3% | i | 8 | -2% | -0.2 | 62 | 12% | -3% | 2.0% | -0.1% | -18%
CC1(C)c2[nH]c3ccccc3c2C[C@@H]2C(=O)N(Cc3ccco3)C(=O)N21 | -0.1% | i | 43 | x | -4.5 | 53 | 11% | x | x | x | x
O=C(CC1Nc2ccccc2NC1=O)NCCc1ccccc1 (centres undefined) | -0.5% | i | 26 | 6% | 1.7 | 87 | 1% | -14% | -5.0% | 0.2% | 9%
COc1cc(C(=O)Sc2ccc(C)cc2)cc(OC)c1OC | x | i | 2 | 10% | 8.0 | 40 | -5% | 17% | 4.0% | 0.2% | 15%
COc1ccc2c(=O)c3c(=O)n(Cc4ccco4)c(-c4ccccc4)nc3oc2c1 | -0.5% | i | 37 | -1% | 3.5 | 57 | -27% | 8% | 4.2% | -0.1% | -33%
COc1ccc(OCCSc2nnc3c(Cl)cc(Cl)cn23)cc1 | -0.1% | i | 30 | -2% | 0.6 | 47 | 1% | 8% | -1.1% | -0.3% | 9%
Cc1cccc(NC(=O)C(c2ccccc2Cl)N2CCOCC2)c1 (centres undefined) | -0.6% | i | 56 | 8% | 0.1 | 43 | -6% | -13% | 0.5% | 0.6% | 11%
O=C(Cc1c2ccccc2nc2ccccc12)c1ccccc1 | -0.4% | i | 37 | 20% | -0.1 | 48 | 5% | 3% | 0.2% | -0.1% | 18%
CN(C)c1ccc(/C=N/NC(=O)CN2CCCCC2)cc1Br | -0.2% | i | 53 | 6% | 0.9 | 62 | -3% | 5% | -5.9% | -0.2% | -20%[20 µM]
CCOn1c(=O)c(=O)n(O)c2ccccc21 | -0.1% | i | 33 | 8% | -0.3 | 85 | 0% | -9% | -1.9% | -0.1% | -26%
COc1ccc(CNc2cc(C)cc(C)c2)cc1OC | -0.6% | i | 60 | -1% | 0.2 | 59 | -3% | 11% | 9.5% | -0.1% | -62%[20 µM]
CCOC(=O)NC(NC(=S)Nc1ccccc1[N+](=O)[O-])C(Cl)(Cl)Cl (centres undefined) | -0.6% | x | x | 12% | -0.9 | 53 | 17% | 3% | -2.9% | 0.3% | 15%
C/C(=N\NC(=S)NC(C)C)c1ccc(Cl)c([N+](=O)[O-])c1 | -0.9% | i | 38 | 5% | 6.6 | 49 | -1% | 3% | 2.0% | -0.1% | -2%
NC(=O)C1CCN(C(=O)C(=O)c2cn(CC(=O)N3CCCCCC3)c3ccccc23)CC1 | -0.3% | i | 6 | -7% | 1.1 | 47 | -5% | 0% | 7.6% | 0.0% | -8%
Cc1cc(=O)[nH]c(NN)n1 | 0.2% | i | 16 | -10% | 1.1 | 59 | -9% | 15% | 0.9% | 1.0% | 18%
Cc1ccccc1-c1nc(CN2CCC(C(=O)NCC3CCCO3)CC2)c(C)o1 (centres undefined) | -0.4% | i | 35 | -6% | -0.8 | 89 | -3% | 20% | 0.8% | -0.1% | 7%
O=C(CN1CCN(c2ccccn2)CC1)Nc1ccccc1Br | -1.1% | i | 50 | -1% | 0.1 | 85 | -4% | 5% | 1.2% | 0.0% | 8%
Cc1nc2ccccc2n1CC(O)COc1ccc(Br)cc1 (centres undefined) | -1.9% | i | 33 | 5% | 0.4 | 32 | -1% | 12% | -2.2% | 0.2% | -6%[20 µM]

Seven compounds already listed, sorted by molar mass, smallest number first:
SMILES | West Nile antiviral | T cell HTS | T cell HTS vesicle-bound % | GPR55 antagonists | NTR1 ag | NTR1 ag cell count 20 µM | PhoP inhibition | GPR35 arrestin U2OS | KOR beta-arrestin-1 | GPR55 beta-arrestin | KOR beta-arrestin-2
CCOn1c(=O)c(=O)n(O)c2ccccc21 | -0.1% | i | 33 | 8% | -0.3 | 85 | 0% | -9% | -1.9% | -0.1% | -26%
O=C(Cc1c2ccccc2nc2ccccc12)c1ccccc1 | -0.4% | i | 37 | 20% | -0.1 | 48 | 5% | 3% | 0.2% | -0.1% | 18%
O=C(O)c1ccc(NC(=O)C2C3CCC(C3)C2C(=O)O)cc1 (centres undefined) | -0.1% | i | 53 | 14% | -1.2 | 46 | -1% | 2% | 0.9% | -0.2% | -27%
C/C(=N\NC(=S)NC(C)C)c1ccc(Cl)c([N+](=O)[O-])c1 | -0.9% | i | 38 | 5% | 6.6 | 49 | -1% | 3% | 2.0% | -0.1% | -2%
COc1cc(C(=O)Sc2ccc(C)cc2)cc(OC)c1OC | x | i | 2 | 10% | 8.0 | 40 | -5% | 17% | 4.0% | 0.2% | 15%
Cc1cc(SCC(=O)Nc2ncc(Cl)cc2Cl)nc2ccccc12 | -1.4% | i | 9 | 10% | 8.7 | 60 | 7% | -11% | 0.0% | -0.1% | 0%
CCOC(=O)NC(NC(=S)Nc1ccccc1[N+](=O)[O-])C(Cl)(Cl)Cl (centres undefined) | -0.6% | x | x | 12% | -0.9 | 53 | 17% | 3% | -2.9% | 0.3% | 15%

New compounds follow
SMILES | West Nile antiviral | T cell HTS | T cell HTS vesicle-bound % | GPR55 antagonists | NTR1 ag | NTR1 ag cell count 20 µM | PhoP inhibition | GPR35 arrestin U2OS | KOR beta-arrestin-1 | GPR55 beta-arrestin | KOR beta-arrestin-2
NC(=O)C(c1ccccc1)C1CCCC1 (centres undefined) | 0.1% | i | 26 | 15% | -0.1 | 46 | -3% | 5% | -1.5% | -0.5% | 9%
CCC(=O)N1N=C(c2ccc(NS(C)(=O)=O)cc2)CC1c1ccc(N(C)C)cc1 (centres undefined) | -0.4% | i | 48 | 3% | -0.9 | 88 | -13% | -8% | -4.2% | 0.2% | 20%
C(=N\n1c2ccccc2c2ccccc21)/c1ccccc1 | -0.1% | i | 39 | 5% | 4.9 | 61 | 3% | -1% | -5.0% | -0.2% | -10%
CCOc1c(N2CCOCC2)c(=O)c1=O | 0.3% | i | 40 | -4% | 0.2 | 45 | -5% | -12% | 3.7% | 0.3% | -27%
Cc1cccc(/C(N)=N/OC(=O)CCCc2ccccc2)c1 | -0.1% | i | 21 | -6% | 0.6 | 56 | 2% | -14% | 3.0% | -0.2% | 28%
COCCn1c(=N)c(S(=O)(=O)c2ccc(Br)cc2)cc2c(=O)n3ccccc3nc21 | 0.3% | i | 35 | 3% | 5.2 | 61 | -22% | -9% | -6.0% | 0.3% | 9%
CCn1c(=N)c(S(=O)(=O)c2ccc(F)cc2)cc2c(=O)n3ccccc3nc21 | 0.0% | i | 36 | -3% | 3.8 | 26 | -5% | 7% | 2.6% | -0.1% | -21%
Cc1cc(C(=O)NC2CCCc3c2cnn3-c2ccccc2F)nc(C)n1 (centres undefined) | -1.1% | i | 4 | -9% | 1.3 | 62 | 1% | 4% | 7.9% | -0.1% | -37%
O=C(CN1CCN(c2ccc([N+](=O)[O-])cc2)CC1)Nc1nccs1 | -0.8% | i | 50 | 14% | 5.2 | 59 | 0% | 9% | -1.6% | -0.4% | x
CCn1cnc2c1c(=O)n(Cc1cccc(Br)c1)c(=O)n2Cc1ccccc1 | -0.2% | i | 20 | 9% | 5.4 | 38 | 4% | 23% | 2.1% | 0.3% | -33%
CCn1c(=NC(=O)CCS(=O)(=O)c2ccccc2)sc2cccc(OC)c21 | -0.2% | i | 24 | -9% | 8.1 | 68 | -7% | 6% | 12% | -0.1% | -9%
O=C(CN(c1ccc2c(c1)OCCO2)S(=O)(=O)c1ccccc1)N1CCN(Cc2ccccc2)CC1 | -0.9% | i | 45 | 7% | 1.4 | 52 | 3% | -10% | -6.5% | -0.2% | 5%
O=C(C1CC(=O)N(c2ccccc2)C1)N1CCCCCC1 (centres undefined) | -0.4% | i | 64 | 6% | 0.2 | 70 | -1% | -2% | 1.8% | -0.1% | 0%
FC(F)(F)c1ccc(C2[C@H]3CN(Cc4cccnc4)[C@H](c4ccccc4)C34CC2(c2cccnc2)C4)cc1 (some centres undefined) | 0.9% | i | 52 | 7% | 15 | 46 | -1% | -21% | 11% | 1.5% | -14%
Cc1cc([N+](=O)[O-])ccc1NCc1ccc2c(c1)OCCO2 | -0.9% | i | 50 | -3% | -1.0 | 63 | 8% | 12% | -1.9% | -0.1% | -8%
CC(C)c1ccc(S(=O)(=O)N2CCN(C(=S)NCc3ccco3)CC2)cc1 | -1.5% | i | 45 | 0% | -1.5 | 53 | 6% | -13% | 12% | -0.3% | 20%
CCOC(=O)N1CCC(n2c(SCC(=O)NCCC3=CCCCC3)nc3ccccc3c2=O)CC1 | 0.9% | i | 51 | 14% | 8.0 | 78 | 16% | -5% | -3.8% | -0.1% | 19%
C/C(=N\NC(=O)COc1ccc(C)cc1C(C)C)c1ccc(-n2ccnc2)cc1 | -0.1% | i | 53 | -17% | 3.9 | 64 | -7% | -11% | 7.4% | 0.2% | -12%
Cc1c(-c2ccccc2)[n+](=O)c(-c2ccc(Br)cc2)c(C)n1[O-] | 0.4% | i | 38 | 3% | -0.9 | 64 | -5% | 2% | x | 0.0% | 18%

High-throughput results deposited in PubChem by several laboratories.
